Assay outcomes as filed in PubChem.
CSM14.1 death rescue = rescue of cells from ER stress-induced death, primary screen, 384-well, CSM14.1, thapsigargin, ATP luminescence (AID 1222) | 190,000 tested, under 10 active | cellular ATP content (survival), % at 20 µM; hits with a dose series show EC50 in µM | CSM14.1 thapsigargin-induced death rescue, ATP luminescence; higher % means a stronger effect;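 active = EC50 below 50 µM in the dose-response confirmation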;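 also: death triggered by thapsigargin at about 15 µM added after 2 h compound pretreatment; cell ATP read after overnight thapsigargin exposure of roughly 18 to 22 hours; normalized against plate controls of thapsigargin alone and 5% DMSO vehicle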
West Nile virus CPE = West Nile virus antiviral activity, cell-based, CPE readout (AID 1621) | CPE inhibition, % at 10 µM; hits with a dose series show IC50 in µM | West Nile virus-infected cells, CPE inhibition; higher % means a stronger effect | 0.02% of 290,000 active; in the data active = a potency from the dose series; inconclusive = CPE inhibition mostly from about 3.7% at the one dose, without a potency; inactive = the rest, 99 in 100 with CPE inhibition below about 2.2%; also: strong numbers were not always called active
P. falciparum M1AAP = P. falciparum M1AAP inhibitors, biochemical, fluorogenic H-Leu-NHMec substrate, 1536-well (AID 1445); recombinant M1AAP, H-Leu-NHMec fluorogenic kinetic assay; higher % means a stronger effect; inhibition, % at 30 µM, or IC50 in µM where a hit was titrated; 0.42% of 220,000 active;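 active = primary inhibition above the hit cutoff, then over 50% inhibition at one or more dose response concentrations, cut at about 23% in these data, passing the limit was not always enough; inconclusive = conflicting primary data, or primary hits not chosen for dose response; inactive = low primary inhibition, or under 50% at every dose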;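 also: plate controls were DMSO full reaction for no effect and no enzyme background for full effect; strong numbers were not always called active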
XIAP displacement = small molecules displacing peptide from XIAP – biochemical, IAP family, fluorescence polarization (AID 1018); 0.007% of 200,000 active; XIAP BIR domain, fluorescence polarization peptide displacement; higher % means a stronger effect; one-dose displacement, % at 20 µM; IC50 in µM for titrated hits; in the data active = displacement above about 50%; also: a part of the inactive calls stands beside numbers as strong as those of hits
P. falciparum M17LAP = P. falciparum M17LAP inhibitors, primary screen, biochemical, fluorogenic H-Leu-NHMec substrate, 1536-well (AID 1619); inhibition, % at 30 µM; hits with a dose series show IC50 in µM; 0.38% of 220,000 active; recombinant M17LAP, H-Leu-NHMec fluorogenic kinetic assay; higher % means a stronger effect;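 active = compound inhibiting the enzyme by more than half at any dose during confirmatory dose-response retesting; inconclusive = strong single-dose inhibitors picked by rank but not retested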;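 also: plate controls were full reaction with DMSO carrier for no effect and no enzyme background for full effect; strong numbers were not always called active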
Yfh1-depleted yeast = enhancers of respiration in Yfh1-depleted yeast, dose response, Friedreich's ataxia, plus single-dose screen (AID 1465). S. cerevisiae Yfh1-off respiration, WST-1 reduction, 72 h; higher fold induction means a stronger effect. 0.074% of 220,000 active. fold induction at 50 µM; hits with a dose series show EC50 in µM;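 active = fold induction of absorbance versus untreated yeast above a set limit, then at least 30% activation at any dose in follow-up; inconclusive = repeats straddling the limit, or above it without dose testing; inactive = fold induction below the set limit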;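 also: activators that raise dye reduction in frataxin-depleted yeast; strong numbers were not always called active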
human PMI inhibitors = human PMI inhibitors, high substrate, primary screen, biochemical, fluorescence intensity, high mannose 6-phosphate (AID 1220); recombinant PMI enzyme, coupled fluorescence intensity; higher % means a stronger effect; one-dose inhibition, % at 20 µM; IC50 in µM for titrated hits; 0.66% of 190,000 active; in the data active = inhibition above about 50%
PhoP inhibition = PhoP-dependent GFP reporter repression – Salmonella Typhimurium, primary screen (AID 1863) | 0.16% of 300,000 active | inhibition, % at 50 µM, or IC50 in µM where a hit was titrated | S. Typhimurium PhoP-regulated promoter GFP reporter, 4 h; higher % means a stronger effect;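 active = inhibition over 29.93%, a cutoff 3 SD above the screen mean, later confirmed by dose response; inconclusive = inhibition over 29.93% but no dose response follow-up; inactive = inhibition at most 29.93% or unconfirmed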;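 also: 0% = low Mg2+ inducing control and 100% = high Mg2+ repressing control; strong numbers were not always called active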
SIAH1 antagonists = blockers of Siah-1 interaction with plectin peptide – biochemical, fluorescence polarization, rhodamine-plectin, uHTS, primary screen (AID 1817); 0.02% of 290,000 active; displacement, % at 20 µM, or IC50 in µM where a hit was titrated; Siah-1 / rhodamine-plectin peptide fluorescence polarization; higher % means a stronger effect;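 active = displacement of at least 50% at 20 µM, with a fluorescence ratio check between 0.3 and a set limit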;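 also: plate controls were Siah plus tracer with DMSO for no effect and tracer alone without Siah for full effect; strong numbers were not always called active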
The depositor's hits bear a star; i = inactive; ? = inconclusive; / = no result given.

SMILES	CSM14.1 death rescue	West Nile virus CPE	P. falciparum M1AAP	XIAP displacement	P. falciparum M17LAP	Yfh1-depleted yeast	human PMI inhibitors	PhoP inhibition	SIAH1 antagonists
C=CCN1C(=O)C2(C(C(=O)c3ccc(C)o3)=C(O)C(=O)N2CCCN2CCOCC2)c2ccccc21 (stereo unspecified)	-0.3%	0.1%	2%	-1.7%	-3%	i	-11%	-16%	12%
CCOc1ccc(N/C(=C(/C(Cl)=C(Cl)Cl)[N+](=O)[O-])n2cncn2)cc1	-1.8%	-0.6%	8%	-11%	-1%	i	-65%	-8%	5%
Cc1ccc2nc(-c3ccc(NC(=O)COC(=O)c4ccco4)cc3)sc2c1	-2.8%	-1.1%	12%	-6.6%	10%	i	2%	8%	5%
CCCN1C(=O)COc2ccc(-c3n[nH]c(=O)c4ccccc34)cc21	1.7%	-0.8%	-6%	-6.3%	-5%	i	-3%	3%	17%
Cc1ccccc1OCC(=O)Nc1nnc(C2CCCCC2)s1	/	0.0%	3%	/	0%	i	/	-7%	15%
CCNC(=O)COc1cc(C)c(Cl)c(C)c1	0.2%	-0.3%	7%	-2.4%	8%	i	11%	-6%	-3%
CC1=C(C)CS(=O)N(S(=O)(=O)c2ccc(Cl)cc2)C1 (stereo unspecified)	-1.4%	0.0%	-2%	-5.4%	6%	i	-18%	7%	2%
CCCc1c(C)nc2c(OC)cccc2c1SCC(=O)O	-1.6%	0.6%	7%	-5.2%	1%	i	-3%	-2%	-5%
c1ccc(-c2nnc3sc(CN4CCC5(CC4)OCCO5)cn23)cc1	-0.2%	-0.1%	4%	0.5%	12%	i	8%	-8%	2%
COc1ccc(Nc2nc3c(C)cccc3cc2C#N)cc1	-0.3%	-0.5%	-3%	-6.1%	13%	i	1%	-2%	-1%
CCOc1cc(CN2CCN(C(=O)CC(C)C)CC2)ccc1OC	-1.0%	0.0%	4%	-3.8%	-2%	i	-9%	-4%	2%
Cc1ccc(S(=O)(=O)N[C@@H](C)C(=O)N2CCC(C(=O)N3CCC[C@H]3C(=O)O)CC2)cc1	-2.7%	1.2%	2%	-6.7%	-2%	i	12%	-15%	0%
Cc1ccc(C(=O)CCC2CCCC2=O)cc1 (stereo unspecified)	-2.3%	-0.3%	8%	-0.5%	-2%	i	2%	1%	4%
O=C(Nc1ccc(F)cc1)c1ccc(COc2ccccc2)cc1	1.0%	-0.5%	8%	-9.0%	-3%	i	-5%	-11%	4%
CN(C)C(=O)CSc1nc(SCC(=O)N(C)C)n(-c2ccccc2)n1	-1.8%	-0.6%	2%	-0.1%	-3%	i	7%	-1%	1%
Cc1ccc(C)c(NC(=O)CCn2cnnn2)c1	2.5%	0.8%	3%	-3.3%	1%	i	8%	-9%	-2%
O=C(NCCCCc1ccccc1)C12CN(Cc3ccccc3)CC1C(c1ccc([N+](=O)[O-])cc1)=NO2 (stereo unspecified)	-1.1%	-1.9%	3%	-7.2%	-2%	i	-24%	0%	-4%
O=C(COc1ccc2ccccc2c1)NCCn1ccc2ccccc21	-2.5%	0.1%	6%	-6.5%	1%	i	26%	-6%	-1%
O=C(c1ccccn1)C1CCCN(Cc2nc(Cc3cccc(F)c3)no2)C1 (stereo unspecified)	/	-1.0%	12%	/	18%	i	/	-3%	2%
COC(=O)c1[nH]c2ccccc2c1NS(=O)(=O)c1ccc(F)c(C)c1	-2.4%	-0.7%	6%	-6.6%	1%	i	8%	-9%	0%
CN1C(=O)CC(N2CCN(C(=O)c3ccccc3)CC2)C1=O (stereo unspecified)	-1.2%	/	2%	-7.1%	1%	/	-3%	16%	-1%
COCCn1c(SCC(=O)Nc2ccc(NC(=O)c3ccco3)c(OC)c2)nc2ccccc2c1=O	0.6%	-0.6%	16%	-5.8%	-2%	i	5%	-7%	-1%
COC(=O)c1ccccc1NC(=O)CSc1nnc(-c2cccnc2)n1N	-1.1%	-0.3%	3%	-4.0%	5%	i	-9%	7%	-2%
Cc1ncc([N+](=O)[O-])n1Cc1ccc(Cl)cc1	0.1%	-0.3%	6%	-9.6%	6%	i	/	-2%	3%
CCCCOc1ccc(C2(C(=O)O)CCCC2)cc1	4.3%	0.0%	9%	-7.6%	37%	i	10%	-4%	2%
Remaining list, next part:
SMILES	CSM14.1 death rescue	West Nile virus CPE	P. falciparum M1AAP	XIAP displacement	P. falciparum M17LAP	Yfh1-depleted yeast	human PMI inhibitors	PhoP inhibition	SIAH1 antagonists
CCCOc1ccc(Cn2c(C)nc([N+](=O)[O-])c2SCC(O)COC)cc1[N+](=O)[O-] (stereo unspecified)	-0.6%	-0.8%	2%	-2.2%	37%	i	13%	1%	-4%
CC(C)OC(=O)NCCOC(=O)Nc1ccccc1Cl	-2.2%	-0.1%	-1%	-8.3%	-1%	i	6%	-10%	7%
COc1ccc2c(c1)c(C(=O)CN1CCN(Cc3ccccc3)CC1)c(C)n2C	/	1.0%	1%	/	1%	i	/	-8%	-3%
CCOc1ccc(/C=C/C(=O)NCCc2ccc(OC)c(OC)c2)cc1	-3.4%	-0.4%	-2%	1.0%	-12%	i	6%	12%	9%
Cc1ccc(-c2csc3ncnc(Oc4cccc5ccc(C)nc45)c23)cc1	1.4%	-0.4%	2%	-2.3%	-2%	i	6%	-11%	-2%
CCCn1c(SCc2ccon2)nc2ccccc2c1=O	1.5%	-0.3%	2%	-6.7%	-3%	i	-3%	10%	0%
CSCCC(NS(=O)(=O)c1c(Cl)cccc1Cl)C(=O)O (stereo unspecified)	-0.8%	0.1%	-1%	-4.5%	6%	i	-12%	-8%	0%
CCOC(=O)Cc1nn(CCc2ccccn2)c(=O)c2ccccc12	2.1%	0.2%	9%	-0.3%	14%	i	-1%	-3%	-1%
Cc1[nH][nH]c(=O)c1C(c1ccc(-c2cccc(Cl)c2)o1)c1c(C)[nH][nH]c1=O	/	0.4%	4%	/	-12%	i	/	-8%	-1%
O=C(NC(=S)Nc1ccc(Oc2ccc(Cl)cc2)cc1)c1ccccc1	1.4%	-0.1%	-5%	-2.4%	1%	?	10%	-5%	4%
CCC(=O)Nc1ccc(NC(=S)NC(=O)/C=C/c2ccccc2)cc1	0.1%	-1.2%	6%	0.8%	-1%	i	-4%	-4%	7%
O=C1C2C(c3ccccc3)C=CC(c3ccccc3)C2C(=O)N1CCCO (stereo unspecified)	-1.1%	-0.2%	-2%	-7.8%	3%	i	-2%	27%	2%
Cc1nc(=O)c(-c2ccccc2)c(C)n1CCO	-1.3%	0.4%	3%	-0.1%	-9%	i	9%	-4%	10%
CC(C1CC1)N(Cc1ccccc1)C(=S)Nc1ccccc1Cl (stereo unspecified)	/	-0.9%	-1%	-3.7%	2%	i	3%	-4%	1%
CC1CCCC(C)N1CCNC(=O)CCn1nc(-c2ccccc2)ccc1=O (stereo unspecified)	-0.7%	/	-5%	-2.3%	6%	/	1%	-14%	0%
COc1ccc(NC2c3ccccc3C(=O)N2c2ccccn2)cc1Cl (stereo unspecified)	-0.6%	-0.3%	6%	-8.8%	-3%	i	13%	7%	1%
COc1ccc(/C=C/C2=NN(C)C(=O)CC2)cc1	-2.9%	-0.5%	5%	-6.7%	48%	i	4%	-4%	-1%
COC(=O)C1C2C=CC3(CN(Cc4ccco4)C(=O)C13)O2 (stereo unspecified)	-2.3%	1.1%	19%	-2.3%	8%	i	-7%	-5%	0%
CCOc1cc(C2C(C(=O)c3ccco3)=C(O)C(=O)N2CCc2ccccc2)ccc1O (stereo unspecified)	-0.9%	0.3%	14%	-2.5%	41%	i	14%	-7%	2%
Fc1ccc2c(Cl)c(-c3nnc(-c4cccs4)o3)sc2c1	-4.5%	0.5%	-7%	-5.8%	-2%	i	-5%	4%	-3%
O=C(NC(=S)NCC1CCCO1)c1ccco1 (stereo unspecified)	4.7%	0.4%	2%	-2.5%	0%	i	-9%	-11%	4%
COc1ccc(CCN(C)C(=O)CSc2nnnn2C)cc1OC	-1.7%	0.3%	-1%	-9.7%	-3%	i	-12%	-1%	-5%
Cc1ccc(Oc2ncccc2C(=O)NC2CCSC2=O)cc1 (stereo unspecified)	-0.8%	0.5%	5%	-14%	1%	i	-8%	-3%	0%
COc1ccc(CNc2nc(NCc3ccc(OC)cc3)n(C(C)=O)n2)cc1	-0.1%	-0.2%	0%	-4.8%	-4%	i	9%	-3%	2%
CCOCCc1nnc(NC(=O)CSc2ccccc2)s1	-0.9%	0.4%	-6%	-7.6%	-8%	/	5%	9%	1%
Next section
SMILES	CSM14.1 death rescue	West Nile virus CPE	P. falciparum M1AAP	XIAP displacement	P. falciparum M17LAP	Yfh1-depleted yeast	human PMI inhibitors	PhoP inhibition	SIAH1 antagonists
CCC(=O)NC1OC(CO)C(O)C(O)C1O (stereo unspecified)	-0.3%	0.1%	-2%	-0.3%	-4%	i	0%	8%	21%
COc1ccc(CC2(CO)CCN(Cc3nc(C(C)C)cs3)CC2)cc1	0.1%	-1.8%	3%	-5.0%	-4%	i	-3%	-4%	4%
S=C1NCCOCCOCCOCCOCCNC(=S)N2CCOCCOCCN1CCOCC2	2.0%	0.3%	/	-5.3%	/	i	-6%	/	18%
O=C1N=C(N2CCCCC2)S/C1=C\c1cn[nH]c1-c1ccccc1	-2.0%	1.1%	11%	-5.1%	-3%	i	2%	-6%	2%
CCn1cc(C(=O)NCCCN2CCCC(C)C2)c(=O)c2cc(S(=O)(=O)N3CCc4ccccc4C3)ccc21 (stereo unspecified)	-0.2%	/	5%	-3.7%	27%	i	10%	-5%	2%
O=C(NNC1CC(=O)N(c2ccccc2)C1=O)c1ccc(COc2ccccc2Cl)o1 (stereo unspecified)	-1.4%	-0.5%	-2%	-7.2%	29%	i	5%	1%	3%
Clc1ccc(-c2cc(COc3ccccc3)no2)cc1Cl	-0.8%	/	4%	-0.7%	-1%	/	3%	-2%	5%
O=C(CSC1CN(C(c2ccccc2)c2ccccc2)C1)N/N=C/c1ccc(Cl)cc1Cl	/	-0.5%	1%	/	7%	i	/	-5%	-1%
Cc1nc(N)nc(COc2ccccc2)n1	/	0.3%	1%	/	-4%	i	/	6%	4%
CCOC(=O)C1(CC2CC2)CCN(C(=O)c2cccnc2C)CC1	1.6%	-0.8%	/	0.4%	/	i	8%	/	1%
CC(C)Nc1ccc(Nc2ccnc3cc4ccccc4cc23)cc1	/	-1.4%	9%	/	3%	i	/	?	-8%
CC(C)Cn1cnc2c(c(-c3ccccc3)c(-c3ccccc3)n2Cc2ccco2)c1=N	-1.7%	-1.0%	3%	-5.0%	15%	i	3%	14%	-2%
